Compound activity: PubChem BioAssay, Sanford-Burnham Center for Chemical Genomics
Apaf-1 inh – human Apaf-1 inhibition | O14727 | reconstituted apoptosome caspase-3 activity, DEVD-Rh110 fluorescence | inhibition, % at 20 µM | 330,000 tested, 0.71% active; active = inhibition of at least 40% at 20 µM;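 note: plate controls were DMSO wells for no effect and DEVD-CHO caspase inhibitor wells for full effect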
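detection = Rh110 fluorescence intensity | test system = biochemical Apaf-1 apoptosome reconstitution | also added = cytochrome c and DEVD-Rh110 substrate | schedule = 30 min plus 50 min, RT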
Jurkat NFkB inh – inhibitors of the PMA/ionomycin-induced NF-kB reporter in Jurkat cells | PMA/ionomycin-induced NF-kB luciferase reporter, luminescence | inhibition, % at 4 µM | 330,000 tested, 0.53% active | AID 435003
HKDC1 inh – HKDC1 (human) hexokinase inhibition; Q2TB90; recombinant HKDC1, G6PDH/diaphorase resazurin coupled fluorescence; inhibition, % at 20 µM; 340,000 tested, 0.16% active;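 active = inhibition above about 35% when tested at 20 µM, limit read from the data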;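 note: plate controls were DMSO wells with enzyme for no effect and DMSO wells lacking enzyme for full effect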
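Test system: Recombinant HKDC1 (HK5) hexokinase enzyme, produced in-house | Input: HKDC1 at 5 µg/mL | Buffer or medium: Tris pH 8.0 buffer with MgCl2, Tween-20, BSA, BME | Schedule: 90 min reaction incubation at room temperature, dark | Technique: Resazurin-to-resorufin fluorescence via G6PDH and diaphorase coupling, 525/613 nm | Controls: DMSO wells with and without enzyme mix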
697 NFkB inh – lowers PMA/ionomycin-induced NF-kB signal in 697 B cells; 330,000 tested, 0.33% active; 697 B-cell NF-kB luciferase reporter, 16 h; inhibition, % at 4 µM; AID 435022; in the data active = inhibition above about 35%
SENP8 block – inhibitors of human SENP8 protease; Q96LD8; inhibition, % at 10 µM; purified SENP8, Z-RLRGG-aminoluciferin cleavage, luminescence; 330,000 tested, 1.2% active
Target sequence (Q96LD8 whole entry, looked up): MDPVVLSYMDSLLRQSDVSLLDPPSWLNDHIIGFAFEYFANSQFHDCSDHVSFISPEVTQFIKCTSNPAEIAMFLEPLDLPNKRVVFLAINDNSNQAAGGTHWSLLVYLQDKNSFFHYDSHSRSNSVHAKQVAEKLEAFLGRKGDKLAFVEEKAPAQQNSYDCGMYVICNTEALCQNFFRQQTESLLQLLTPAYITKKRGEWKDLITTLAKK
SENP7 inh – inhibitors of human SENP7 protease; inhibition, % at 5 µM; recombinant SENP7, Z-RLRGG-aminoluciferin luminescence, 40 min; 330,000 tested, 1.5% active;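 active = inhibition above about 50% at the single test dose, limit read from the data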;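 note: plate controls were DMSO with enzyme for no effect and no enzyme buffer wells for full effect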
Target sequence (Q9BQF6 706-1050 limits assumed): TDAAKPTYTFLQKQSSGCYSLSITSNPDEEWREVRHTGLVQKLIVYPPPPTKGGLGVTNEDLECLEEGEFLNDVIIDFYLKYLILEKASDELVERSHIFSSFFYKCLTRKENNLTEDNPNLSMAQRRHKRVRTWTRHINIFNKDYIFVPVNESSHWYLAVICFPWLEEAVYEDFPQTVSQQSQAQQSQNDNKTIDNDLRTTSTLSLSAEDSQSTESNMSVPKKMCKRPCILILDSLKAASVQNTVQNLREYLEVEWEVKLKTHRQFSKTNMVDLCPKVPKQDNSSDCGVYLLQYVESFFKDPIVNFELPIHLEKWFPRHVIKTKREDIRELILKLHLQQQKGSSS
Gli-Sufu block – blocks Gli-Sufu signaling in a luciferase reporter | inhibition, % at 5 µM | AID 588413 | 340,000 tested, 0.74% active | Sufu-KO-LIGHT fibroblasts, Gli luciferase reporter luminescence;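 active = inhibition above about 55%, limit read from the data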;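 note: 0% = DMSO-treated cells and 100% = wells with medium but no cells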
UBC13 inh – human UBC13 polyubiquitination inhibition; UBC13 polyubiquitin chain formation, TR-FRET; 330,000 tested, 0.47% active; AID 485273; inhibition, % at 20 µM; P61088; in the data active = inhibition above about 45%, passing the limit was not always enough
Target sequence (P61088 whole entry, looked up): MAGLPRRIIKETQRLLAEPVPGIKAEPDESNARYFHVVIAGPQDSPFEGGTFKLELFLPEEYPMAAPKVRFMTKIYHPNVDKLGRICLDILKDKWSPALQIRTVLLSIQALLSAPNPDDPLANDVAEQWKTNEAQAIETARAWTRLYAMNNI
Numbers without * were called inactive; . = not tested or not shown; & = joins results of further samples. Cut-off read from the data, not from the text of the source, unless noted: active = inhibition above about 50%; inactive = the rest.

canonical_smiles	SENP7 inh	SENP8 block	Jurkat NFkB inh	UBC13 inh	697 NFkB inh	Gli-Sufu block	HKDC1 inh	Apaf-1 inh
COc1ccccc1CC(=O)N1CCOCC1	-2	1	2	-2	-4	0	-4	-2
COc1ccc2c(c1)cc1n2CCN=C1NCCO	-2	-1	-9	2	-19	8	2	7
COc1ccccc1NC(=O)Cn1nnc(-c2ccccc2NC(=O)c2cnccn2)n1	-1	4	1	7	-10	5	-6	-7
CCc1cc2c(COC(=O)c3c(C)noc3C)cc(=O)oc2cc1O	3	-5	0	14	-10	16	5	-12
CCCc1cc(=O)n2nc(N3CCC(C(=O)Nc4c(F)c(F)c(F)c(F)c4F)CC3)sc2n1	7	-2	15	1	-1	7	1	13
CC1CC2c3cccc(C(=O)O)c3C(=O)N2c2ccc(Cl)cc21 (centres undefined)	-1	-12	-2	-11	12	-14	-5	2
Cc1ccc2c(c1)N(C(=O)NC1CCCCC1)C(C)(C)CC2C (centres undefined)	13	4	-10	-1	-27	-18	-7	-10
CC(C(=O)Nc1cccc(Br)c1)c1ccc([N+](=O)[O-])cc1 (centres undefined)	1	6	-5	8	16	0	-11	0
O=C(COc1ccc(F)cc1)c1ccc2c(c1)CCCC2	9	5	-84	-1	-103	7	0	13
CC(=O)Nc1ccc(Cc2ccncc2)cc1	-2	-6	17	2	6	2	-1	-3
O=C(O)c1cccc(NC(=O)C2CC(=O)N(Cc3ccccc3)C2)c1 (centres undefined)	7	-2	10	11	13	10	-6	-5
CCN(CC)c1ccc(NC(=O)CCS(=O)(=O)c2cccc3nsnc23)c(C)c1	14	-1	-3	-9	-1	4	4	0
CSc1nccc(NC(=O)c2cccc(Br)c2)n1	-11	-14	4	-2	-13	26	-1	-1
CCn1cc(CNCc2c(C(=O)N3CCCCC3)nc3c(C)cccn23)cn1	3	-7	-10	-5	8	-2	6	3
C/C(=N\NC(=O)C1COc2ccccc2O1)c1cc2ccccc2o1 (centres undefined)	-15	-11	-3	-5	-4	-7	-5	13
C[C@@H](NC(=O)c1[nH]cnc1C(=O)Nc1cccc(Cl)c1)c1ccccc1	-1	5	7	7	-18	23	-4	15
O=C(Cc1ccc(Cl)cc1)NCCc1ccc(F)cc1	-9	-13	-7	-4	-12	3	-1	0
COCCn1nnnc1SCC(=O)c1ccccc1	-6	-8	-24	-6	-36	-14	-4	9
CN1CCN(c2ccc(CNC(=O)c3cc4ccccc4o3)cc2)CC1	4	2	-21	3	-37	-6	-3	-8
CCOC(=O)C1=C(C)N=c2s/c(=C/c3ccco3)c(=O)n2C1c1cccc(OC)c1 (centres undefined)	3	0	-16	-32	8	-2	1	30
NC(=O)COC(=O)c1cccc(NS(=O)(=O)/C=C/c2ccccc2)c1	3	4	6	9	4	21	-4	-9
O=C(c1cnn2c(C(F)(F)F)cc(-c3ccccc3)nc12)N1CCCc2ccccc21	4	7	-12	-8	-18	3	-11	1
O=S(=O)(c1ccccc1)N1N=C(c2ccccc2)CC1c1ccccc1F (centres undefined)	0	0	-20	5	-16	5	2	14
Cc1cc(N2C(=O)CCC2=O)ccc1NC(=O)c1cccs1	-9	-10	-5	-8	-6	-2	-2	11
C1CCCCCC(NCCN2CCNCC2)CCCCC1	-13	-9	23	2	-27	6	-9	-3
O=C(N/N=C\c1ccc([N+](=O)[O-])o1)c1cncc(Br)c1	4	14	18	-11	17	0	4	8
Cc1cccc(C)c1NC(=O)c1ccc(N2CCCC2=O)cc1	-5	-4	4	-5	13	-1	-5	-8
CC(C)CCN1CCN(C/C=C/c2ccco2)CC1CCO (centres undefined)	8	5	-1	5	19	-2	-6	-9
Cc1cc(C)n2nc(S(=O)(=O)NC(C)(C)C)nc2n1	5	4	1	-3	0	-4	-8	2
CN1C2C=C3C(C#N)=C(N)C(C#N)(C#N)C(c4ccc(Br)cc4)C3C1CC2 (centres undefined)	-4	1	16	4	-11	15	3	6
Cc1cc(NC(=O)c2n[nH]c(=O)c3ccccc23)ccc1Br	0	1	-70	8	-60	22	2	-6
Cc1c(NC(=O)CN2CC(C)OC(C)C2)c(=O)n(-c2ccccc2)n1C (centres undefined)	8	-3	8	7	14	-5&4	-8&-5	-5
C/C(=N\NC(=O)c1cccc(S(=O)(=O)Nc2ccc(C)cc2C)c1)c1ccncc1	1	0	5	3	-4	3	-1	10
Cc1cc(C(F)F)n2nc(C(=O)Nc3cc(C)on3)nc2n1	-7	-7	13	1	-4	-12	-5	-7
O=C(CSc1ncc(-c2ccccc2)[nH]1)Nc1cccc(O)c1	3	-7	-3	8	16	-7	-9	-19
O=C(COC(=O)/C=C/c1ccc(F)cc1)Nc1ccc(Cl)cn1	0	-1	3	-5	4	5	-2	-16
COc1ccc(S(=O)(=O)N(C)CC(=O)N2CCN(c3ccccc3)CC2)cc1	-5	-9	-14	-1	-8	-19	-4	5
CS(=O)(=O)N(Cc1ccccc1)c1ccc(C(=O)Nc2cccnc2)cc1	-4	-1	7	6	0	-5	-12	-17
Cc1ccc(C(=O)N/N=C\c2ccc3c(c2)OCO3)cn1	3	-1	-1	-4	7	-23	-5	0
CCNC(=O)OCC12CC3CC(CC(C3)C1)C2	2	-8	1	-12	-8	0	-6	9
Cc1ccc(NC(=O)COc2ccc(Cl)cc2Cl)cc1S(=O)(=O)N1CCOCC1	-11	-16	-2	0	4	-7	-1	18
Cc1cccc(C)c1NC(=O)COC(=O)CN1C(=O)C2CCCCC2C1=O (centres undefined)	-2	2	-4	0	17	0	-4	2
O=C(COc1ccc2ccccc2c1Br)NC(=S)Nc1cccc(CO)c1	-10	-11	-59	-23	-1	-22	-10	-16
CC1(C)Cc2c(C#N)c(NCCCO)nc(-c3ccccc3)c2CO1	-11	4	4	7	-4	7	-8	13
CC(=O)C1=C(NC(=O)c2ccccc2F)C[C@@H]2[C@H]1C2(C)C	2	-1	6	0	5	-18	-2	9
COCCNC(=O)c1ccccc1NS(=O)(=O)c1ccc(C)c([N+](=O)[O-])c1	-8	-7	-8	-4	-6	6	14	2
COc1ccc(C(=O)N/N=C(/C)c2cccc(NC(=O)c3ccncc3)c2)cc1OC	1	-4	-4	0	9	2	-4	-1
CCCN(CCC)C(=O)c1c(C)[nH]c(C(=O)OCC)c1C	-9	-8	-5	-3	10	.	.	-3
COc1ccccc1N1CCN(C2CC(=O)N(c3ccc(F)cc3)C2=O)CC1 (centres undefined)	2	14	9	0	-1	5	-1	-5
Cn1c(CCNC(=O)c2ccccc2F)nnc1SCc1nc2ccccc2c(=O)[nH]1	3	-1	8	4	10	4	-9	-9
CC1(C)Cc2ccccc2C(CSc2ccccc2C(=O)O)=N1	7	-3	-12	-6	13	8	6	27
CCc1cc2cc3c(cc2nc1SCC(=O)Nc1cc(C)on1)OCO3	2	5	-7	-18	3	-1	5	2
CC(C)N(C(=O)[C@H]1C[C@H](CC(=O)NCc2cccc(C(F)(F)F)c2)C(=O)N2CCc3c([nH]c4cc(-c5ccco5)ccc34)[C@]12C)C(C)C	6	.	.	.	10	-5	2	19
O=C(O)c1ccc(Nc2c3ccccc3nc3ccccc23)cc1	-6	-8	0	-36	-18	-4	2	6
COc1ccc(OC)c(/C=C/C(=O)Oc2ccc(C(C)=O)cc2)c1	-1	-24	-6	13	8	6	-2	9
CCC(C)(C(=O)NC1CCCCC1)N(Cc1ccco1)C(=O)CC1NC(=O)NC1=O (centres undefined)	5	-1	1	-5	-4	6	0	1
O=[N+]([O-])c1cc2c(c(CSc3nnc4ccccn34)c1)OCOC2	-10	-3	-10	-10	-2	-8	-12	2
CCc1cc2cc(C(=O)N3CCN(c4ccccc4)CC3)sc2s1	4	-2	-12	10	3	8	-4	11
O=C(NC(=S)Nc1ccccc1N1CCOCC1)c1cccs1	1	-1	3	10	6	-6	-6	5
CCCc1nc2oc3c(OCC)ncnc3c2c2c1COC(C)(C)C2	-4	-3	-8	-6	2	6	38*	5

(cont.)
canonical_smiles	SENP7 inh	SENP8 block	Jurkat NFkB inh	UBC13 inh	697 NFkB inh	Gli-Sufu block	HKDC1 inh	Apaf-1 inh
COc1ccc(N(CC(=O)NCCC2=CCCCC2)S(C)(=O)=O)cc1OC	3	0	3	1	14	21	-7	-24
CN1CCC(N(C)S(=O)(=O)c2ccc(NC(=O)Cc3ccc(F)cc3)cc2)CC1	4	-5	-4	12	2	0	-4	3
O=C(Nc1cccc(NC(=O)c2ccccc2[N+](=O)[O-])c1)c1ccccc1Cl	6	-1	-6	-5	5	1	-7	9
COC(=O)c1ccccc1NC(=O)COC(=O)C1CCCCC1	5	-4	2	6	23	0	-5	-13
O=C(Nc1ccc(S(=O)(=O)Nc2ncccn2)cc1)C1CC(=O)N(c2ccccc2)C1 (centres undefined)	-6	-1	-3	0	12	-6	-2	-10
Cn1c(CCNC(=O)c2ccco2)nc2cc(NS(=O)(=O)c3ccccc3)ccc21	10	-4	11	-2	2	3	-4	9
CCn1c(=NC(=O)C2COc3ccccc3O2)sc2c(C)ccc(OC)c21 (centres undefined)	-3	2	-4	14	14	-16	5	-7
Nc1nnc(SCCN2C(=O)c3ccccc3S2(=O)=O)s1	4	-1	-2	0	11	1	-5	-5
CC(=O)Nc1cc2cc(NS(=O)(=O)c3ccc(C)cc3)ccc2oc1=O	-2	14	10	2	20	3	-2	-8
CN(C)c1ccc(/C=C/c2nc3ccccc3c(=O)n2-c2ccc(C(=O)O)cc2)cc1	6	1	-19	-27	4	-3	18	11
CCCOC1CCCN(C(=O)CCc2nnc(-c3ccc4c(c3)OCO4)o2)C1 (centres undefined)	-8	-16	-77	-6	-71	-13	-1	3
O=C(COC(=O)c1cc(S(=O)(=O)N2CCCC2)ccc1O)Nc1ccc(S(=O)(=O)N2CCOCC2)cc1	0	1	1	6	-4	2	-4	-20
C[C@H](CO)N1C[C@H](C)[C@@H](CN(C)S(=O)(=O)c2cn(C)cn2)Oc2c(NC(=O)Nc3ccc(C(F)(F)F)cc3)cccc2C1=O	-4	-11	3	-13	14	7	0	20
CC1(C)ON(C2CCCCC2)[C@H]2c3nc4ccccc4n3C[C@H]21	2	-4	11	4	4	-7	-4	-6
Fc1ccc(C(c2nnnn2C2CCCC2)N(Cc2ccco2)CC2CCCO2)cc1 (centres undefined)	-4	-11	2	-14	7	8	2	17
O=C(COC(=O)CC1SC(N2CCCC2)=NC1=O)Nc1c(F)c(F)c(F)c(F)c1F (centres undefined)	2	-14	8	-2	7	0	-5	2
CC1(C)Cn2c(nc(=O)c3c2NCN(CCc2ccccc2)C3)S1	6	-1	-8	0	4	.	.	0
